Bioassay records from PubChem BioAssay.
Myeloid diff 2 – induction of myeloid progenitor differentiation, primary screen, cell-based, flow cytometry, MLPCN library; ER-HoxA9 myeloid progenitors, lysozyme-GFP differentiation; calls only at 10 µM; 1% of 360,000 active; AID 624256, 2012;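 active = normalized GFP-positive differentiation at or above the plate's own cutoff, the solvent-only control mean plus 3 SD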;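 also: cells exposed to compound for four days before flow analysis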
T cell HTS – modulators of CD8 T cell-vesicle binding, primary screen, mouse 2C CD8+ T cells, flow cytometry. 2C CD8+ T cell-vesicle binding; active compounds read low. 0.068% of 330,000 active. calls only at 7 µM;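 active = response, share of CD8 T cells binding vesicles, and their 90th percentile fluorescence all below set limits, cut at about 80% in these data, passing the limit was not always enough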
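Benchmarks: naked versus QL9-loaded vesicles / Assay system: purified 2C TCR transgenic mouse naive CD8+ T cells / Technique: high-throughput flow cytometry with anti-B7-1 and anti-CD8 staining / Timing: Cell–vesicle co-incubation 1.5 h at 37 °C, staining 20 min on ice / Read-out: percent CD8+ FL2 mean versus row control / Probe or stimulus: QL9-loaded Drosophila micro-vesicles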
T cell HTS vesicle-bound % – also measured in T cell HTS; calls as there; double positive events, %; measured here: CD8+ vesicle-bound cell fraction;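 binding gate set so that unloaded-vesicle control wells show 10% double positive cells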
Myeloid diff 2 GFP+ MAC1+ % – also measured in Myeloid diff 2; calls as there; GFP+ MAC1+ double positive, %; measured here: differentiation confirmed by MAC1 staining
Numbers without * were called inactive; i = inactive.

SMILES	Myeloid diff 2	Myeloid diff 2 GFP+ MAC1+ %	T cell HTS	T cell HTS vesicle-bound %
CC[C@@H]1C(=O)OC[C@@H]1Cc1cncn1C	i	1.3	i	36.7

This is a subset; rates above refer to the full screens.
